Assay outcomes from PubChem BioAssay.
Dynein transport – inhibitors of GR-EGFP nuclear translocation, primary screen, dynein cargo transport inhibitor project, imaging, high-content, 3617.4 mouse cells; test concentration mostly 20 µM; stimulated with dexamethasone, 1 µM; active compounds read low; z-score, hits read low; 0.47% of 220,000 active; AID 1381, 2008;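 active means plate z-score of nuclear minus cytoplasmic receptor signal below a set negative limit, without overly bright fluorescence or cell loss, cut at about -3.5 in these data, passing the limit was not always enough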;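 further: z-score of nuclear minus cytoplasmic ring GR-EGFP intensity difference per well; some compounds called inactive have numbers as strong as hits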
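Also added – dexamethasone, 1.0 µM final · Buffer or medium – tet-free, stripped-serum medium · Schedule – induction 48 h, compound 1 h, agonist 30 min · Detection – formaldehyde fixation, Hoechst nuclear stain, 10x automated fluorescence imaging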
T cell HTS – modulators of CD8 T cell-vesicle binding, primary screen, mouse 2C CD8+ T cells, flow cytometry; AID 2052, 2009; 0.068% of 330,000 active; 2C CD8+ T cell-vesicle binding; active compounds read low; calls only at 7 µM;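 active means response, share of CD8 T cells binding vesicles, and their 90th percentile fluorescence all below set limits, cut at about 80% in these data, passing the limit was not always enough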
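Benchmarks: naked versus QL9-loaded vesicles / Assay system: purified 2C TCR transgenic mouse naive CD8+ T cells / Technique: high-throughput flow cytometry with anti-B7-1 and anti-CD8 staining / Timing: Cell–vesicle co-incubation 1.5 h at 37 °C, staining 20 min on ice / Read-out: percent CD8+ FL2 mean versus row control / Probe or stimulus: QL9-loaded Drosophila micro-vesicles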
Autophagy HCS – autophagy modulators in MEF cells, primary screen, imaging, high-content, MEF GFP-LC3 | calls only at 10 µM (by protocol) | MEF GFP-LC3 puncta imaging; test concentration mostly 10 µM | 0.98% of 190,000 active;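 active means percentage of spot-positive cells more than 3 SD above its plate mean, without a fluorescence outlier flag or 80% toxicity; inconclusive means no clear call, values can overlap the other calls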;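 further: spot-positive cell cutoff set from DMSO-treated cells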
P. falciparum M17LAP – P. falciparum M17LAP inhibitors, primary screen, biochemical, fluorogenic H-Leu-NHMec substrate, 1536-well (AID 1619). recombinant M17LAP, H-Leu-NHMec fluorogenic kinetic assay; higher % means a stronger effect. Leucine aminopeptidase (Plasmodium falciparum (isolate 3D7)). inhibition, % at 30 µM, or IC50 in µM where a hit was titrated. 0.38% of 220,000 active;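 active means compound inhibiting the enzyme by more than half at any dose during confirmatory dose-response retesting; inconclusive means strong single-dose inhibitors picked by rank but not retested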;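 further: plate controls were full reaction with DMSO carrier for no effect and no enzyme background for full effect; strong numbers were not always called active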
WT yeast gro inh – growth inhibition of WT strain, primary screen, mitochondrial fusion inhibitor project, WT and mutant strains, chemical genetic | mitochondrial fusion phenotypic screen | inhibition, % at 10 µM | AID 1362, 2008 | 2.1% of 190,000 active; in the data active means inhibition above about 58%; tested in S. cerevisiae
MT stabilize HCS – microtubule stabilizers in HeLa cells, primary screen, imaging, high-content imaging; HeLa tubulin immunostaining HCS, 24 h; share of cells brighter than vehicle mean+2SD; % tubulin-high responders, % at 10 µM; 0.83% of 200,000 active;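 active means plate Z-score above 3 for both tubulin-high and condensed-nucleus cell shares, with cell loss under 80%, at 10 µM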;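 further: anti alpha tubulin signal scored within the nucleus-defined area of each cell; some results filed as inactive read as strong as hits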
Yfh1-depleted yeast – enhancers of respiration in Yfh1-depleted yeast, dose response, Friedreich's ataxia, plus single-dose screen (AID 1465); fold induction at 50 µM; hits with a dose series show EC50 in µM; S. cerevisiae Yfh1-off respiration, WST-1 reduction, 72 h; higher fold induction means a stronger effect; 0.074% of 220,000 active;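 active means fold induction of absorbance versus untreated yeast above a set limit, then at least 30% activation at any dose in follow-up; inconclusive means repeats straddling the limit, or above it without dose testing; inactive means fold induction below the set limit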;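 further: activators that raise dye reduction in frataxin-depleted yeast; strong numbers were not always called active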
P. falciparum M1AAP – P. falciparum M1AAP inhibitors, biochemical, fluorogenic H-Leu-NHMec substrate, 1536-well (AID 1445); inhibition, % at 30 µM, or IC50 in µM where a hit was titrated; recombinant M1AAP, H-Leu-NHMec fluorogenic kinetic assay; higher % means a stronger effect; 0.42% of 220,000 active;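 active means primary inhibition above the hit cutoff, then over 50% inhibition at one or more dose response concentrations, cut at about 23% in these data, passing the limit was not always enough; inconclusive means conflicting primary data, or primary hits not chosen for dose response; inactive means low primary inhibition, or under 50% at every dose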;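 further: plate controls were DMSO full reaction for no effect and no enzyme background for full effect; strong numbers were not always called active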
b-catenin transl – modulators of beta-catenin nuclear translocation, primary screen, imaging, HeLa cells, immunofluorescence, high-content. nuclear translocation activity, % at 5 µM. 0.3% of 190,000 active. AID 1665, 2009;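 active means nuclear translocation activity above 50% at 5 µM, with a well cell count of 50 or more; inconclusive means wells under 50 cells across six images, flagged as toxic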;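 further: per-cell ratio of nuclear to cytoplasmic median beta-catenin stain intensity; plate controls were DMSO negative control for no effect and GSK-3 inhibitor IX positive control for full effect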
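assay system = human HeLa cells, endogenous beta-catenin | times = compound treatment 24 h, 37°C, 5% CO2 | detection = Anti-beta-catenin immunofluorescence on PFA-fixed, Triton-permeabilized cells, DAPI nuclei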
WT yeast gro inh mutant strain – recorded beside WT yeast gro inh, whose call it bears; inhibition, %; mitochondrial fusion phenotypic screen, mutant strain inhibition
Dynein transport cytoplasmic EGFP – also measured in Dynein transport; calls as there; z-score; measured here: cytoplasmic GR-EGFP intensity; active compounds read high
Dynein transport nuclear GR-EGFP – also measured in Dynein transport; calls as there; z-score; measured here: nuclear GR-EGFP intensity;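 lower value marks the stronger effect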
Dynein transport cell count – also measured in Dynein transport; calls as there; z-score; measured here: cell count per field
b-catenin transl cell count 5 µM – recorded beside b-catenin transl, whose call it bears; cell count; measured here: cell count, cytotoxicity flag
T cell HTS vesicle-bound % – second read-out of T cell HTS, no call of its own (marks repeat the call); double positive events, %; measured here: CD8+ vesicle-bound cell fraction;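 binding gate set so that unloaded-vesicle control wells show 10% double positive cells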
MT stabilize HCS Hoechst-high % – second read-out of MT stabilize HCS, no call of its own (marks repeat the call); % Hoechst-high responders; measured here: nuclear condensation Hoechst responders;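 share of cells brighter than vehicle mean plus two SD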
MT stabilize HCS cytotoxicity % – further read-out of MT stabilize HCS, marked with its call; toxicity, %; measured here: cytotoxicity by cell density;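 0% = mean cell density of plate MIN control wells and 100% = no cells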
Autophagy HCS cell loss 18 h – second read-out of Autophagy HCS, no call of its own (marks repeat the call); toxicity, %; measured here: cell loss, nuclei count;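 cell loss after 18 h compound exposure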
* hit, by the source's call; i = inactive; ? = inconclusive; . = not tested or not shown. These rows are one share of the data, so the mix of outcomes need not match the whole.

Structure,Dynein transport,Dynein transport cytoplasmic EGFP,Dynein transport nuclear GR-EGFP,Dynein transport cell count,T cell HTS,T cell HTS vesicle-bound %,Autophagy HCS,Autophagy HCS cell loss 18 h,P. falciparum M17LAP,WT yeast gro inh,WT yeast gro inh mutant strain,MT stabilize HCS,MT stabilize HCS Hoechst-high %,MT stabilize HCS cytotoxicity %,Yfh1-depleted yeast,P. falciparum M1AAP,b-catenin transl,b-catenin transl cell count 5 µM
CCCCN1C(=O)NC(=O)/C(=C/c2cnc(SC)nc2)C1=O,0.15,-0.18,0.45,1.3,i,31,i,-29,23%,-14,-7,2.3,1.3,6.4,i,4%,-0.2,853
Cc1ccc(-c2nc3ccccc3c(=O)n2-c2nccs2)cc1,0.14,-0.22,-0.33,-0.28,i,64,i,-4,4%,-2,7,0.8,1.2,11,i,4%,2.7,1386
CC(C)(C)NC(=O)Cn1cc(C(=O)c2ccccc2F)c2ccccc21,0.24,0.12,0.5,0.13,i,18,i,5,-6%,7,-9,2.3,2.6,5.1,i,-5%,-10,1198
COc1ccc(C(CC(=O)N2CCC3(CC2)OCCO3)NS(=O)(=O)c2ccc(OC)cc2)cc1 (stereo not given),-0.36,-0.23,0.25,0.92,i,39,i,-20,0%,3,18,1.1,3.5,14,i,4%,-0.4,1056
Cc1ccc(C(=O)N[C@@H](C)CN2C3=NC[C@H](Cc4ccccc4)N3C[C@H]2Cc2ccc(O)cc2)cc1Br,-0.014,-0.66,0.038,-0.7,i,7,.,.,-2%,.,.,.,.,.,i,6%,26,210
CCC1(CC)C(=O)NC(=Nc2cccc(C(F)(F)F)c2)NC1=O,0.91,-0.22,0.086,-0.49,i,36,i,-11,-1%,-6,3,2.7,1.2,1.6,i,8%,-4.1,820
COc1ccc(OC)c(/C=N/OC(=O)Nc2ccc(Cl)cc2)c1,0.23,-0.32,0.068,-0.75,i,38,i,-9,-1%,41,6,4.4,1.1,2.7,i,0%,0.6,1068
C=C1N2CCC(CC2)C1(O)c1ccc(C)cc1 (stereo not given),0.27,0.15,0.53,-0.71,i,44,i,1,-2%,-10,1,1.1,1.0,3.5,i,1%,-5.1,1243
C=CCn1c(O)c(C=NC2CCN(Cc3ccccc3)CC2)c(=O)[nH]c1=O,-0.28,0.41,0.4,-0.06,i,20,.,.,4%,.,.,.,.,.,i,-2%,0.0,1309
C=CCN1C(=O)C2(C(C(=O)OCC)=C(N)Oc3ccccc32)C2=C1CCCC2=O (stereo not given),-0.4,-0.26,-0.35,0.45,i,19,i,6,-1%,8,12,3.4,2.8,1.2,i,0%,-1.2,1071
CN(C)C(=O)Oc1ccc(Br)c2ccccc12,-0.076,-0.26,0.16,0.025,i,9,i,16,20%,-3,10,3.2,1.7,3.2,i,15%,-1.4,1021
COc1cc(/C=C/[N+](=O)[O-])ccc1O,-5.7*,1.6*,-1.8*,0.6*,i,18,i,4,16%,31,19,4.5,4.7,2.8,i,15%,-2.1,512
Cc1ccc(C)c(Cn2c(C(=O)O)c(C=O)c3ccccc32)c1,1.7,-0.11,1.2,-0.74,i,22,i,19,0%,3,0,3.2,2.0,12,i,-5%,1.7,1066
N#CC1=C(N)Oc2c(c(=O)oc3ccccc23)C1c1cccnc1 (stereo not given),1.5,-0.23,1.8,-0.024,i,13,i,-7,-15%,-3,-4,4.9,1.5,3.3,i,2%,-5.0,756
Cc1[nH]c2ccccc2c1CCN,0.93,-0.2,0.73,-0.51,i,28,i,-3,-11%,-4,14,2.0,1.2,5.4,i,12%,.,.
O=C(OCC(=O)c1ccc([N+](=O)[O-])cc1)/C(=C/c1ccc(Cl)cc1)NC(=O)c1ccccc1,0.28,-0.18,0.21,-0.72,i,48,i,11,-7%,23,20,4.4,1.4,0.2,i,-4%,-0.1,949
COc1ccc(OC)c(-n2c(O)c(/C=C3\C(C)=Nc4ccccc43)c(=O)[nH]c2=O)c1,-0.6,-0.13,0.11,-0.69,i,4,.,.,27%,.,.,.,.,.,i,13%,-0.6,1299
CC(=NCc1cccnc1)c1c(O)n(C2CCCCC2)c(=O)[nH]c1=O,0.87,-0.39,0.33,-0.44,i,30,i,12,11%,24,31,2.5,1.8,3.3,i,6%,-5.4,1146
CCCCCCn1c(=O)c(C(=O)Nc2c(C)n(C)n(-c3ccccc3)c2=O)c(O)c2ccccc21,-0.15,-0.28,0.34,-0.23,i,35,.,.,3%,.,.,.,.,.,i,2%,1.0,1349
CCC(=NCc1ccc2c(c1)OCO2)c1c(O)n(C2CCCCC2)c(=O)[nH]c1=O,-0.063,-0.15,0.31,-0.64,i,26,i,-5,-2%,62*,34*,6.1,3.4,4.5,i,2%,-1.1,1087

Two entries picked at random from those above, as already listed:
Structure,Dynein transport,Dynein transport cytoplasmic EGFP,Dynein transport nuclear GR-EGFP,Dynein transport cell count,T cell HTS,T cell HTS vesicle-bound %,Autophagy HCS,Autophagy HCS cell loss 18 h,P. falciparum M17LAP,WT yeast gro inh,WT yeast gro inh mutant strain,MT stabilize HCS,MT stabilize HCS Hoechst-high %,MT stabilize HCS cytotoxicity %,Yfh1-depleted yeast,P. falciparum M1AAP,b-catenin transl,b-catenin transl cell count 5 µM
Cc1ccc(C)c(Cn2c(C(=O)O)c(C=O)c3ccccc32)c1,1.7,-0.11,1.2,-0.74,i,22,i,19,0%,3,0,3.2,2.0,12,i,-5%,1.7,1066
CCCCCCn1c(=O)c(C(=O)Nc2c(C)n(C)n(-c3ccccc3)c2=O)c(O)c2ccccc21,-0.15,-0.28,0.34,-0.23,i,35,.,.,3%,.,.,.,.,.,i,2%,1.0,1349

Continued.
Structure,Dynein transport,Dynein transport cytoplasmic EGFP,Dynein transport nuclear GR-EGFP,Dynein transport cell count,T cell HTS,T cell HTS vesicle-bound %,Autophagy HCS,Autophagy HCS cell loss 18 h,P. falciparum M17LAP,WT yeast gro inh,WT yeast gro inh mutant strain,MT stabilize HCS,MT stabilize HCS Hoechst-high %,MT stabilize HCS cytotoxicity %,Yfh1-depleted yeast,P. falciparum M1AAP,b-catenin transl,b-catenin transl cell count 5 µM
COC(=O)C(O)(c1ccc(NC(=O)Oc2ccccc2)cc1)C(F)(F)F (stereo not given),0.88,-0.2,0.56,-1.5,i,47,i,3,-5%,-8,-1,2.0,3.3,0.6,i,0%,-1.5,506
Cc1ccsc1C(=O)C1CCCN(Cc2cnn(C)c2)C1 (stereo not given),-1,-0.25,-0.38,0.89,i,52,i,1,0%,9,12,5.4,1.0,5.3,i,5%,0.8,1171
CC(=O)NN1C(=O)c2ccccc2NC1c1cccnc1 (stereo not given),0.0091,0.071,0.045,0.29,i,24,i,4,-9%,4,-6,2.1,1.2,1.0,i,7%,-5.3,600
O=C1/C(=C/c2ccc([N+](=O)[O-])cc2)N2CCC1CC2,-0.58,-0.21,-0.47,0.095,i,34,i,12,4%,-21,-3,1.9,3.7,8.6,i,-1%,-1.9,1004
CN(C)Cc1ccccc1OC(=O)N(C)C,0.3,-0.22,-0.021,-0.44,i,42,i,-6,7%,-5,11,3.8,2.1,3.4,i,0%,.,.
COc1ccc(OC)c(NC2=NCCCS2)c1,0.096,-0.17,0.22,0.14,i,62,i,28,-8%,-3,-3,3.3,1.5,1.5,i,0%,-3.2,1067
CN1CCN(c2cc([N+](=O)[O-])ccc2Cl)CC1,0.81,-0.28,0.33,-0.66,i,50,i,27,5%,5,20,2.2,3.7,7.4,i,6%,1.0,1070
O=[N+]([O-])c1ccc(N2CCCC2)c2ncccc12,1.9,-0.27,1.2,-0.96,i,34,i,5,5%,-2,-4,3.9,0.9,1.2,i,2%,2.6,823
O=C(c1n[nH]c(=O)c2ccccc12)N1CCC2(CC1)OCCO2,-0.71,-0.3,-0.18,0.26,i,46,i,26,1%,5,6,4.5,1.9,1.6,i,1%,-1.0,1196
Cc1ccc(C2NC(=S)NC(c3ccc(C)cc3)C23C(=O)NC(=O)NC3=O)cc1 (stereo not given),-0.25,-0.2,-0.28,0.027,i,38,i,-25,11%,-3,21,3.1,2.3,3.5,i,18%,-2.8,984
Oc1cccc2nc3ccccc3nc12,-0.41,0.48,-0.16,-0.43,i,34,.,.,16%,.,.,.,.,.,i,?,-0.7,1116
CC(C)N1C(=O)/C(=C/C=C/c2ccco2)C(=O)N(Cc2ccco2)C1=O,-2.1,0.57,-1.2,-1.7,i,39,i,-32,30%,-4,4,2.5,1.7,2.2,i,19%,3.0,1320
OCCNc1c2c(nc3ccccc13)CCCC2,-0.33,-0.16,-0.084,-0.099,i,0,i,-7,2%,65*,13*,1.8,1.8,12,.,-2%,-7.3,1244
